# Screening data deposited in PubChem BioAssay by National Center for Advancing Translational Sciences (NCATS).
# GLP1R ag: agonists of human GLP-1 receptor; P43220; HEK293 GLP-1R CRE-luciferase, luminescence, 4-6 h; cells express a hypersensitive GLP-1R form; Potency, µM (titrated, usually from 45.6 µM), for the others: top-dose activation, hits mostly activators; 380,000 tested, 0.007% active; AID 624172; further: potency means the concentration at half of the fitted maximal effect; % of control where 0% means no effect
# HEK293 tox: cytotoxicity counter-screen for GLP-1 receptor inverse agonists; Potency, µM (highest dose often 38.3 µM), for inactives: at the highest dose activity change, negative = inhibition, usual class: inhibitors; 410,000 tested, 0.13% active; HEK293 cAMP-luciferase reporter cells, luminescence, 24 h;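 further: loss of luciferase light is scored as toxicity; potency means the concentration at half of the fitted maximal effect; on the % scale 0 is the no-effect control and ±100 the full control effect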
#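 1536-well qHTS counterscreen of the MLSMR; 200 cells/uL, 12 h pre-incubation, 23 nL cpd, 24 h at 37 deg C 5% CO2, luciferase detection reagent, 12 min RT, luminescence. Inhibition = undesired.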
# PTHR1 agonist: PTHR1 (human) receptor agonism; 410,000 tested, 0.075% active; HEK293 GP2 PTHR1 cells, GloSensor cAMP luminescence, 1 h; Potency, µM (top dose mostly 115 µM), for inactives: at the top dose activation, hits mostly activators; Q03431; AID 743266; further: potency means the concentration at half of the fitted maximal effect; nearly all actives have a fitted effect of over 55% in size; some results filed as inactive show a strong effect at the top dose; inactives centre near -15; many of its hits are not listed in these tables
# Target sequence (Q03431 whole entry, looked up): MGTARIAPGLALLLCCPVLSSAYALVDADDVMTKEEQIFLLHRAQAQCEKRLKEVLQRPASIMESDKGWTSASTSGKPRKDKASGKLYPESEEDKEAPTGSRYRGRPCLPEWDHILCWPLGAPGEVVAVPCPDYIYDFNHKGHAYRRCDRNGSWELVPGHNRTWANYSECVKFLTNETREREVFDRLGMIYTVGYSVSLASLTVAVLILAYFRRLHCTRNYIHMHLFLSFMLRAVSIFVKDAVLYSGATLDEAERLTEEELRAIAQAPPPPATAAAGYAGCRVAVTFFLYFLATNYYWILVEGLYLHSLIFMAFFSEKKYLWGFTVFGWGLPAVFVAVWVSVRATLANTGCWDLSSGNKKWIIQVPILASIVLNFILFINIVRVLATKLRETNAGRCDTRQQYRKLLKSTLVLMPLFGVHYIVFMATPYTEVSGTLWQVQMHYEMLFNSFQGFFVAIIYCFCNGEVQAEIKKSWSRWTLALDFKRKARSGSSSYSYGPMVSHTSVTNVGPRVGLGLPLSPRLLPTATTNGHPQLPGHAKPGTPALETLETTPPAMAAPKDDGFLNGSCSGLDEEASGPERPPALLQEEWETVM
#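 HEK-293-derived GP2 cells expressing PTHR1 and a GloSensor cAMP reporter, 3,000/well, plated overnight, given luciferin plus IBMX (each 0.5 mM as added) for 1 h at 37 °C, then compound for 1 h at 37 °C. Luminescence was read after 15 min at room temperature.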
# DRD3 antagonist: antagonists of human D3 dopamine receptor; P35462; D3R cells, DiscoveRx beta-arrestin luminescence, antagonist mode; active compounds read low; max response, negative = inhibition, %; 360,000 tested, 2.5% active; AID 652054; in the data active means max response below about -50%; inconclusive means no clear call, values can overlap the other calls; further: on the % scale 0 is the no-effect control and ±100 the full control effect; mostly tested at two doses, the higher about 12 µM
# Target sequence (P35462 whole entry, looked up): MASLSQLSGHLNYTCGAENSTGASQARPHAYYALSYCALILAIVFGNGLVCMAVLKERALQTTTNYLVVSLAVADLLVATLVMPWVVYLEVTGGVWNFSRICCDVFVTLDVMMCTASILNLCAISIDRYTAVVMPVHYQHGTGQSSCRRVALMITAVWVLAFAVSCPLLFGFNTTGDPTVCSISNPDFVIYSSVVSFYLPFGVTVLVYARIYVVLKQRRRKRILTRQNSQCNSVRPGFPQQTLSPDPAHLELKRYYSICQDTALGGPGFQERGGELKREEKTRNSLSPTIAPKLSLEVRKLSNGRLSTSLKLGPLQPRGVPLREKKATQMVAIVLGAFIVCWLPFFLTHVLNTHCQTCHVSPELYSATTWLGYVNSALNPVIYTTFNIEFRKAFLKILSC
#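 Cells expressing the human receptor were seeded at 1500 cells/well, incubated overnight at 37 degrees C in 5% CO2, then exposed to library compounds with dopamine controls for 90 minutes at 37 degrees C before luminescent detection.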
# KB-V1 MDR tox: kills drug-selected multidrug resistant KB-V1 cells; KB-V1 MDR cells viability, CellTiter-Glo, 72 h; 400,000 tested, 3.4% active; AID 1347076; Potency, µM (top dose mostly 46.1 µM), without a hit: at the highest dose activity change, negative = cytotoxicity, usual class: cytotoxic; further: potency means the concentration at half of the fitted maximal effect; on the % scale 0 is the no-effect control and ±100 the full control effect; nearly all actives have a fitted effect of over 60% in size
#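 Cells of the MDR subline KB-V1 are plated, dosed with compound at multiple concentrations, and incubated 72 h at 37 degrees C; CellTiter-Glo is then added and luminescence read after 10 min.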
# aSyn yeast inh: inhibitors of alpha-synuclein toxicity in yeast | Potency, µM (highest dose often 46.1 µM), inactives show at the highest dose growth rescue (activation), hits mostly activators | Yeast expressing alpha-synuclein, growth rescue, BacTiter-Glo, 24 h | AID 652106 | 370,000 tested, 0.14% active; further: potency means the concentration at half of the fitted maximal effect; % of control where 0% means no effect; nearly all actives have a fitted effect of over 65% in size
#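 Rescue of yeast growth: cells expressing toxic alpha-synuclein, induced in galactose at OD600 0.02, incubated with compound 24 h at 30 C. ATP luminescence quantified growth; inhibitors of toxicity appear as activators.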
# TDP-43 yeast inh: inhibitors of TDP-43 toxicity in yeast | TDP-43 expressing yeast growth rescue, BacTiter-Glo, 24 h | Potency, µM (top dose mostly 46.1 µM), without a hit: top-dose growth rescue (activation), usual class: activators | 410,000 tested, 1.8% active; further: potency means the concentration at half of the fitted maximal effect; % of control where 0% means no effect; nearly all actives have a fitted effect of over 50% in size
#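 Luminescence from BacTiter-Glo reports growth of TDP-43-expressing yeast after 24 hr at 30 deg C with compound. Cells were raffinose-pregrown to mid-log, then seeded in galactose medium at OD600=0.02.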
# GLP1R inv ag: inverse agonists of human GLP-1 receptor | HEK293 GLP-1R CRE-luciferase, luminescence, 24 h; GLP-1R form is constitutively active | Potency, µM (titrated, usually from 38.3 µM), for the others: at the highest dose activity change, negative = inhibition, actives largely listed as inhibitors | 410,000 tested, 1.6% active | AID 624417; further: potency means the concentration at half of the fitted maximal effect; on the % scale 0 is the no-effect control and ±100 the full control effect; nearly all actives have a fitted effect of over 55% in size
#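 Using stably transfected HEK293 (constitutively active GLP-1R, cAMP-luciferase reporter), compounds were incubated 24 hr and luciferase measured by luminescence.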
# DRD3 agonist: agonists of human D3 dopamine receptor | P35462 | D3R DiscoveRx beta-arrestin cells, luminescence, 90 min | max activation, % | 410,000 tested, 0.58% active; in the data active means max activation above about 30%; further: 0% is about no effect; mostly tested at two doses, the higher about 12 µM
#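 Cells at 1500/well, incubated overnight, then treated with pinned compounds (dopamine as control) for 90 min at 37 degrees C. DiscoveRx reagent added for 30 - 60 minutes at room temperature; luminescence read.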
# * marks the source's active call; other numbers are inactive results; i = inactive; ? = inconclusive; . = no result given; & = joins results of further samples; [ ] = remark or other dose. Unless noted, the call rests on the fitted dose curve; in most records, active means well fitted curve in the direction sought with a large enough effect; inconclusive means small, poorly fitted or top-dose-only effect, or another doubt; inactive means no such curve, though single readings can be large; an effect the other way counts as inactive or inconclusive. An excerpt. The share of hits here may be higher or lower than overall.
# Second line of a record: KB-V1 MDR tox	GLP1R ag	TDP-43 yeast inh	PTHR1 agonist	DRD3 agonist	GLP1R inv ag	aSyn yeast inh	HEK293 tox	DRD3 antagonist
COC(=O)c1ccccc1NC(=O)CSc1nnc(-c2ccc(OC)cc2)n1C
    -15%	-3%	22%	i	-2	2%	2%	-8%	20
Cc1cc(C(=O)NC2CC(C)(C)Cc3c2cnn3-c2cccc(F)c2)nn1C (stereo not drawn)
    ?	14%	?	-23%	-2	-25%	0%	-4%	8
N#CC1(Nc2ccc3c4c(cccc24)CC3)CCCCC1
    10%	4%	23%	-20%	-6	-14%	7%	1%	-22
CCCNC(=O)COC(=O)c1n[nH]c2ccccc12
    6%	0%	-9%	i	3	15%	1%	11%	9
CSc1nc2ccccc2n1C(=O)NC1CCCCC1
    ?	-23%	12%	i	8	8%	-10%	-1%	?
NC(=O)[C@@H]1CC2(CC(c3cccc(NC(=O)[C@@H]4CCC(=O)N4)c3)=NO2)CN1C(=O)Cc1ccc([N+](=O)[O-])cc1 (stereo partly drawn)
    -9%	-1%	6%	-23%	-22	19%	-1%	9%	-24
CCCc1cc(-c2ccc3c(c2)COc2c4ccccc4nn2-3)on1
    -10%	4%	13%	-93%[inhibitor]	14	11%	-10%	-7%	0
O=C(Oc1ccccc1)n1c(=S)oc2ccccc21
    0%	-2%	-14%	-18%	-10	0%	0%	18%	0
CC(C)c1ccc(NC(=O)CCC(=O)NCc2ccco2)cc1
    0%	-4%	-6%	-27%	3	?	2%	-1%	13
CCn1cc(-c2cc(C(=O)O)c3ccccc3n2)c(C)n1
    17%	-5%	8%	-18%	1	1%	3%	-10%	1
O=C1N=C(N2CCOCC2)SC1=Cc1ccco1
    ?	8%	1%	i	-3	0%	6%	0%	8
Cc1nn(CC(=O)NCCc2ccc(Cl)cc2)c(=O)c2cc3cc(F)ccc3n12
    1%	.	0%	-25%	5	26%	.	0%	.
O=S(=O)(Nc1nc2ccccc2nc1Cl)c1ccc(Br)cc1
    10%	-6%	-5%	-57%[inhibitor]	1	?	-65%[inhibitor]	-22%	17
O=C(NCc1ccc(F)cc1)C1CCC(CNS(=O)(=O)c2ccccc2)CC1 (stereo not drawn)
    2%	-1%	10%	i	-3	-6%	1%	-5%	-8
Cn1cc(S(=O)(=O)N2CCCC2)cc1C(=O)NCc1ccccc1
    -10%	-3%	8%	i	4	6%	-2%	-17%	9
Cc1ccc(C)c(NS(=O)(=O)c2ccc(-c3cnc(C4CC4)o3)cc2)c1
    0.33µM*	?	32µM*	-44%[inhibitor]	-7	-67%	?	-35%	-5
COc1ccc(Cl)cc1N(CC(=O)Nc1ccccc1SC)S(C)(=O)=O
    -6%	-6%	6%	i	2	-26%	12%	-23%	11
CCc1ccc(C(=O)CSc2n[nH]c(-c3ccncc3)n2)cc1
    ?	3%	-19%	i	13	2%	?	-11%	11
O=C(Nc1ccc(-c2nc3ccccc3[nH]2)cc1)c1cccc(N2C(=O)CCC2=O)c1
    -5%	7%	7%	i	-7	9%	-15%	-2%	-16
COCn1ccnc1C(=O)c1ccco1
    8%	-2%	8%	i	-9	4%	-1%	4%	-2
CC1CC1C(=O)Nc1ccc(-c2ccccc2)cc1 (stereo not drawn)
    0%	13%	?	-2%	5	?	?	-27%	6
Cc1cc(=O)[nH]c(NCc2ccccc2)n1
    3%	-3%	-10%	-19%	0	2%	-1%	-4%	1
O=C(NCc1ccccc1)Nc1cccn(Cc2c(F)cccc2Cl)c1=O
    -22%	5%	14%	-27%	1	?	6%	-23%	8
CC(C)(C)OC(=O)N1CCN(C(=O)Nc2ccc3c(c2)OCCO3)CC1
    ?	3%	23%	i	-2	7%	1%	-14%	-4
Cn1ncc(Br)c1C(=O)Nc1ccc(F)cc1F
    -14%	-5%	12%	-8%	-2	-4%	0%	-7%	22
O=C(O)CC(C(=O)Nc1ccc(Cl)cc1Cl)C1CCCO1 (stereo not drawn)
    26%	-2%	23%	-55%[inhibitor]	1	9%	2%	0%	1
COc1ccc(S(=O)(=O)N2CCN(C)CC2)c2ccccc12
    7%	0%	-7%	-1%	-5	5%	-1%	3%	14
NCCCC[C@@H]1NC(=O)c2cc([N+](=O)[O-])cc(I)c2SC[C@@H](C(N)=O)NC(=O)[C@H](CCC(N)=O)NC1=O
    6%	9%	7%	-12%	4	29%	1%	8%	2
CCc1ccccc1NC(=O)c1nn(-c2ccc(C)cc2)c(=O)c2c1c1ccccc1n2C
    3%	.	-4%	-24%	-20	2%	.	-14%	.
Cc1ccc(Nc2c(-c3ccc(N4CCOCC4)cc3)nc3ncccn23)cc1C
    4%&2%	0%	0%&9%	12%&-3%	3&1	5%&12%	3%	21%&4%	0
COc1ccc(/C(N)=N/OC(=O)c2ccc3ccccc3c2)cc1OC
    -1%	-7%	?	-17%	1	28%	2%	16%	32
c1ccc(C[n+]2ccc3ccccc3c2)cc1
    25%	-1%	-13%	i	9	-10%	-21%	-10%	-21
O=C1CN(S(=O)(=O)c2cc(C(=O)O)ccc2Cl)c2ccccc2N1
    3%	-2%	-26%	i	-12	-5%	-11%	-1%	-18
CCCNC(=O)COC(=O)C1CCN(S(=O)(=O)c2ccc3c(c2)OCCO3)CC1
    ?	2%	5%	i	1	10%	-7%	-1%	11
c1ccc(CN2CN=C(Nc3nc4ccccc4s3)NC2)cc1
    -7%	23%	7%	i	-6	1%	-6%	6%	22
O=C(NCc1ccccn1)c1ccc(CNS(=O)(=O)c2ccc(F)cc2)cc1
    2%	4%	16%	-5%	-1	-1%	-5%	-2%	-2
c1ccc(CN2CCC3CC2c2ccc(N4CCOCC4)cc23)cc1 (stereo not drawn)
    11%	3%	0%	-16%	0	-4%	0%	8%	-9
Cn1c(=O)[nH]c(=O)c2c1nc(N(CCO)Cc1ccccc1)n2CCCc1ccccc1
    ?	27%	29%	i	3	8%	2%	-11%	14
CC(C)NC(=O)c1cnc2sc(N3CCCCCC3)nn2c1=O
    .	.	11%	i	8	8%	.	6%	.
Nc1cccc(CP(=O)(c2ccccc2)c2ccccc2)c1
    -17%	-4%	19%	i	5	18%	5%[1.84 µM]	4%	9
CCOc1ccc(NS(=O)(=O)c2ccc(-c3ccc(=O)[nH]n3)o2)cc1
    0%	6%	3%	-21%	2	30%[activator]	-5%	1%	-3
O=C(COc1ccccc1F)Nc1ccc2[nH]c(=O)[nH]c2c1
    6.5µM*	-5%	-19%	-11%	1	28%	-1%	7%	21
CC1(C)Cc2c(sc3nnn(Cc4ccc(Cl)cc4)c(=O)c23)CO1
    6.5µM*	24%	13µM*	-3%	-6	?	10%	-14%	1
CS(=O)(=O)c1ccc(Cl)c(NC(=O)CSc2nnc(-c3cccs3)n2N)c1
    18%	1%	17%	i	2	21%	4%	-19%	6
Cc1ccc(CN(C)C(=O)CN2C(=O)NC3(CCCC3)C2=O)o1
    -17%	3%	-8%	-2%	0	3%	-13%	4%	-1
COc1cc(Cl)c(C)cc1NC(=O)CCc1c(C)nc2c3cccnc3nn2c1C
    10%	.	12%	-16%	-4	2%	.	-14%	.
CCOc1ncccc1C(=O)OCC(=O)Nc1nnc(-c2ccccc2)o1
    -18%	1%	?	i	12	1%	?	-16%	2
COc1ccc(-c2nc3c(-c4ccccc4)cnn3cc2C)cc1F
    -7%	6%	-9%	-6%	-4	14%	-1%	6%	-14
Cc1ccc(-c2cn(-c3cccc(Cl)c3)c(S(=O)(=O)CC(=O)Nc3cccc(C)c3)n2)cc1
    ?	.	16%	i	-7	8.9µM*	.	-30%	.
O=C(CCCCn1c(=O)c2ccccc2n(Cc2ccccc2Cl)c1=O)NCc1ccc2c(c1)OCO2
    ?	1%	10%	-6%	7	21%	.	2%	.
Cc1c(Cl)cccc1NC(=O)CCn1nc(C)c2c(C)n(-c3ccccc3)nc2c1=O
    ?	.	0%	i	-10	-1%	.	0%	.
CCCCNC(=O)C1(C)CCCCN1C(=O)c1ccc2c(c1)C(C)(C)CCC2(C)C (stereo not drawn)
    ?	-7%	20µM*	i	-7	?	6%	5%	-9
CCN(c1ccccc1)S(=O)(=O)c1ccc2[nH]c(=O)[nH]c2c1
    0%	9%	2%[9.22 µM]	-6%	1	-15%[7.66 µM]	2%	1%[7.66 µM]	14
O=C(NCCN1C(=O)S/C(=C\c2ccc(OC(F)F)cc2)C1=O)c1cnccn1
    8.2µM*	12%	?	-58%[inhibitor]	-2	?	2%	14%	9
O=C(/C=C/c1cc2c(cc1Br)OCO2)NCc1ccc(F)cc1
    0%	-13%	13%	i	-14	-9%	3%	-10%	-8
S=C(NCCc1ccccc1)NCCN1CCOCC1
    ?	1%	7%	3%	-2	16%	6%	-23%	8
NS(=O)(=O)c1ccc(CNC(=O)C2(c3ccc(Cl)cc3)CC2)cc1
    -19%	2%	18%	-11%	5	12%[7.66 µM]	1%	-2%[7.66 µM]	0

# Among those listed so far, these have a nitro group on carbon.
# Second line of a record: KB-V1 MDR tox	GLP1R ag	TDP-43 yeast inh	PTHR1 agonist	DRD3 agonist	GLP1R inv ag	aSyn yeast inh	HEK293 tox	DRD3 antagonist
NC(=O)[C@@H]1CC2(CC(c3cccc(NC(=O)[C@@H]4CCC(=O)N4)c3)=NO2)CN1C(=O)Cc1ccc([N+](=O)[O-])cc1 (stereo partly drawn)
    -9%	-1%	6%	-23%	-22	19%	-1%	9%	-24
NCCCC[C@@H]1NC(=O)c2cc([N+](=O)[O-])cc(I)c2SC[C@@H](C(N)=O)NC(=O)[C@H](CCC(N)=O)NC1=O
    6%	9%	7%	-12%	4	29%	1%	8%	2
